GCN5L2 inh: qHTS Assay for Inhibitors of GCN5L2; Histone acetyltransferase KAT2A (Homo sapiens), Q92830; GCN5L2 HAT assay, ThioGlo1 CoA-SH fluorescence; Potency, µM (top dose mostly 58.9 µM), inactives show at the top dose activity change, negative = inhibition, most hits filed as inhibitors; 0.21% of 390,000 active; AID 504327, 2011
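ThioGlo1-coupled HAT assay: 20nM GCN5L2, 70uM acetyl-CoA, 75uM H3(1-25) peptide, pH 7.5. Fluorescence read at 340/540nm at start and after 20 min at room temperature.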
FEN1 inhibitor: qHTS Assay for the Inhibitors of Human Flap endonuclease 1 (FEN1) | P39748 | Potency, µM (top dose mostly 114 µM), inactives show at the highest dose activity change, negative = inhibition, actives largely listed as inhibitors | Recombinant FEN1 flap cleavage, fluorescence, 15 min | 0.35% of 390,000 active; also: nearly all actives have a fitted effect of over 65% in size
Target sequence (P39748 whole entry, looked up): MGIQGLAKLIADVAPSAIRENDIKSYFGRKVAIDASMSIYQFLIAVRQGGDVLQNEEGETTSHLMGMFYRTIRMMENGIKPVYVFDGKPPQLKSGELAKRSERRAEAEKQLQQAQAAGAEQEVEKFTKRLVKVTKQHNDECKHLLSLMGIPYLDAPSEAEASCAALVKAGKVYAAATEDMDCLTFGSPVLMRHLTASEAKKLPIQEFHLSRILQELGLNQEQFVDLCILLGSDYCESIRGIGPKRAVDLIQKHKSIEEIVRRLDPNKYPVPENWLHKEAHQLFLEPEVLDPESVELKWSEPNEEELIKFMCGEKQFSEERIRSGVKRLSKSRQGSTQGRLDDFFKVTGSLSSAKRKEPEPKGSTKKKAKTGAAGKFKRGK
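Recombinant FEN1 (10 nM) was preincubated with pin-transferred compounds for 15 min at room temperature, then flap DNA substrate (50 nM final) was added. Plates were read at 0 and 15 min, and normalized concentration–response data were fitted to a four-parameter Hill equation.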
TDP1 cell CPT: qHTS for Inhibitors of human tyrosyl-DNA phosphodiesterase 1 (TDP1): qHTS in cells in presence of CPT; chicken DT40 Tdp1-/-;hTDP1 cells + 20 nM CPT, ATP luminescence, 48 h; AID 686979, 2013; 12% of 420,000 active; Potency, µM (titrated, usually from 46.2 µM), without a hit: at the highest dose activity change, negative = growth inhibition, actives largely listed as inhibitors; also: nearly all actives have a fitted effect of over 55% in size
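Cell growth measured by CellTiter-Glo luminescence after a minimum 48 h, 37 C compound exposure with 20 nM CPT in Tdp1-knockout DT40 cells stably expressing hTDP1, seeded 400/well; qHTS titration format.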
An asterisk follows results filed as active; ? = inconclusive; / = not tested or not shown; & = joins results of further samples; [ ] = remark or other dose. Calls follow the shape of the dose curve; as a rule, active = well fitted curve in the direction sought with a large enough effect; inconclusive = small, poorly fitted or top-dose-only effect, or another doubt; inactive = no such curve, though single readings can be large; an effect the other way counts as inactive or inconclusive. % is scaled to controls: 0 for no effect and ±100 for the full control effect; potency is read from the fitted curve at half-maximal effect. Only part of the results is shown, so the mix of outcomes need not match the whole.

SMILES	GCN5L2 inh	FEN1 inhibitor	TDP1 cell CPT
CCOC(=O)c1c(S(=O)(=O)N2CCN(c3ccccc3OC)CC2)c(C)n(C)c1C	-1.9%	-1.8%	?
CC(=O)Nc1cccc2cc(O)ccc12	/	-15.6%	-2.1%
CC(CCc1ccccc1)NC(=O)COC(=O)c1ccc(NC(N)=O)cc1 (stereo unspecified)	13.9%	-8.8%	-10.7%
O=C(Nc1ccc(S(=O)(=O)Nc2ncccn2)cc1)c1ccc(F)c(S(=O)(=O)N2CCOCC2)c1	-0.8%	-3.8%	?
CC1=CC2=NC(=O)/C(=C\c3ccc(-c4cccc(Cl)c4)o3)C(=N)N2O1	-18.3%	2.9%	4.61µM*
COc1ccc(/C=C(\C#N)c2n[nH]c(Cn3cncn3)n2)cc1	-10.7%	0.2%	2.7%
N=c1c(C(=O)NCc2ccc3c(c2)OCO3)cc2c(=O)n3ccccc3nc2n1CC1CCCO1 (stereo unspecified)	-0.6%	-11.0%	?
O=C(Cn1c2ccccc2c(=O)c2ccccc21)N/N=C/c1ccc(N2CCCC2)c([N+](=O)[O-])c1	-5.8%	1.1%	18.4µM*
COc1ccccc1-n1nnnc1SCc1ccccc1	-13.1%	-15.3%	11.4%
CC(=O)c1ccc(NC(=O)c2cc(-c3cccs3)on2)cc1	-1.3%	-12.9%	4.8%
c1ccc(Cn2c(-c3ccco3)nc3nc4ccccc4nc32)cc1	-8.5%	10.1%	12.6µM*
O=C(Cc1cccs1)Nc1nc(-c2ccccc2)cs1	-6.5%	-21.5%	23.1µM*
CN(C)c1ccc(N=Nc2ccccc2C(=O)OCC(=O)N(C)C2CCCCC2)cc1	-9.6%	6.4%	7.5%
COC(=O)c1ccc(S(=O)(=O)N2CCN(C)CC2)n1C	-15.4%	-6.3%	6.5%
CS(=O)(=O)Nc1ccc2c(c1)ncn2CCc1ccccc1	4.1%	-10.5%	-8.6%
Cc1cc2ccccc2c[n+]1C1CCCCC1	/	-16.3%	1.41µM*
Cc1ccc(CNC(=O)C2COc3ccccc3O2)cc1 (stereo unspecified)	1.8%	13.0%	-11.3%
Nc1nc(-c2ccc3ccccc3c2)cs1	1.6%	-14.6%	6.8%
CC(C)c1ccc(S(=O)(=O)N2CCN(C(=O)Cc3ccsc3)CC2)cc1	-10.8%	11.3%	?
Cc1c(CCC(C)C)c(=O)n2c([nH]c3ccccc32)c1C#N	3.2%	-11.6%	?
CCOc1cc(/C=C2/NC(=O)N(CC(=O)OC)C2=O)ccc1O	-8.9%	3.1%	0.3%
CCOc1ccc(OCCSc2ccc(S(=O)(=O)N3CCN(C)CC3)cn2)cc1	-12.4%	-25.4%	?
CC(OC(=O)c1c[nH]c2ccccc12)C(=O)N1CCCC1 (stereo unspecified)	2.3%	0.5%	-1.1%
C[n+]1ccc(/C=C/c2c[nH]c3ccccc23)cc1	-22.9%	-27.3%	1.03µM*
C/C(N)=C(/C#N)C(=O)COC(=O)CCCNC(=O)c1ccc(Cl)cc1	-5.3%	-6.7%	-3.8%
COc1cc(S(=O)(=O)N2CCOCC2)ccc1NC(=O)CSc1n[nH]c(=O)[nH]c1=O	-13.1%	15.2%	-4.3%
COc1ccc(C=NNC(=O)NN=Cc2ccc(OC)c(OC)c2)cc1OC	/	3.9%	?
CC(Oc1ccc2c(=O)c(-c3ccc(Cl)cc3)c(C(F)(F)F)oc2c1)C(=O)O (stereo unspecified)	-14.0%	-12.7%	0.7%
Cn1c(O)c(/C=N/Nc2ccccc2)c(=O)n(C)c1=O	-22.9%	-12.2%	22.3%
S=C(NCCC(c1ccccc1)c1ccccc1)Nc1ccc(Cl)cc1	4.1%	-16.5%	?
O=C(CSc1ccc(Cl)cc1)Nc1ccc(N2CCN(C(=O)c3ccco3)CC2)cc1	1.5%	-1.1%	?
O=CN1CCN(C(=O)c2ccc3c(c2)OCO3)CC1	?	-5.9%	-4.4%
CCn1c(SCC(=O)NC2CCCCC2)nnc1-c1cc2cccc(OC)c2o1	-16.4%	0.6%	?
CCN(C(=O)Cc1c(C(=O)O)n(CC)c2ccccc12)c1cccc(C(F)(F)F)c1	20.8%	-11.6%	-1.1%
CC(C)CCNC(=O)NC(=O)CSc1nnc(-c2ccccc2Br)o1	-12.4%	4.4%	-19.1%
O=C1CCCN1CCCNS(=O)(=O)c1cccs1	-5.2%	3.6%	-11.8%
COc1ccc(OC)c(Nc2c3ccccc3nc3ccccc23)c1	-13.1%	-31.8%	5.17µM*
COc1ccc(CNc2nc(-c3ccccc3CN(C)C)nc3ccccc23)c(OC)c1	-18.8%	/	10.3µM*
O=C(C1CCN(S(=O)(=O)c2ccccc2F)CC1)N1CCCC1	-1.1%	4.2%	-1.5%
CC(C)=CCc1ccc(O)c(=O)cc1C(C)C	/	-2.8%	20.6µM*
O=C(Cc1ccccc1)NNC1CC(=O)N(c2ccccc2)C1=O (stereo unspecified)	12.4%	10.9%	-0.1%
Cc1ccc(-n2ncc(C(=O)Nc3c(Cl)cccc3Cl)c2C2CCNCC2)cc1	-4.5%	6.4%	?
Nc1nc(F)cc(N2CCCCCC2)n1	-4.8%	-8.9%	-3.3%
O=C(NCc1ccc(F)cc1)C1CC(=O)N(CCc2ccccc2)C1 (stereo unspecified)	-5.0%	0.5%	2.6%
CCOc1ccccc1CNCCNC(=O)c1nonc1N	-27.1%&-2.9%	-14.6%&14.5%	?
O=C(Nc1ccccc1F)c1cnn2c1NC(=C1CC1)C=C2C(F)F	/	-12.2%	-3.4%
COc1ccc(C2=CC(=O)C[C@H](c3ccc(OC)cc3)C2)cc1	-5.8%	5.9%	-23.6%
C=CCNC(=O)C1CCN(c2cc(C)nc(-c3ccccc3)n2)CC1	30.0%[activator]	12.0%	12.2%
COc1ccccc1/C=C1\SC(=S)N(CCC(=O)Nc2cc(C)on2)C1=O	-7.4%	4.1%	-18.9%
O=C1N(CCCN2C(=O)C3(OCCO3)c3ccccc32)c2ccccc2C12OCCO2	-12.2%	-1.3%	?
O=C(CN1C(=O)NC2(CCCC2)C1=O)c1ccc(Cl)s1	-9.4%	3.8%	4.8%
COC(=O)c1c(C)[nH]c(C(=O)CN2C(=O)NC3(CCOc4ccccc43)C2=O)c1C (stereo unspecified)	-2.7%	-18.4%	-11.2%
C=CCNc1nc2c(c(=O)n(C)c(=O)n2C)n1CCCCCC	-12.5%	0.8%	3.26µM*
O=C(COc1ccccc1)Nc1nnc(-c2ccc3c(c2)CCCC3)o1	-2.2%	-6.5%	-24.2%
Cn1cc(C(=O)N2CCN(c3ccccc3)CC2)c(=O)c2cc(S(=O)(=O)N3CCCC3)ccc21	-0.5%&-1.9%	20.9%&15.8%	-16.2%&-4.3%
O=C(NCc1ccccn1)c1cc(-n2cnnc2)ccc1Cl	-5.9%	-2.5%	-20.3%
Cc1ccc(Oc2cc(NC(=O)CCCn3nc([N+](=O)[O-])c(Cl)c3C)cc([N+](=O)[O-])c2)cc1	-4.2%	-6.1%	20.6µM*
N[C@H](C(=O)O)[C@H](O)C(=O)O	?	/	3.2%&14.8%
Cc1ccc(SSc2cc(C)ccc2N)c(N)c1	?	?	7.31µM*
CCc1cccc(CC)c1NC(=O)C1CCN(C(=O)c2ccco2)CC1	0.9%	7.3%	1.2%

Structures listed so far that contain an aryl thioether with sulfur outside any ring:
SMILES	GCN5L2 inh	FEN1 inhibitor	TDP1 cell CPT
COc1ccccc1-n1nnnc1SCc1ccccc1	-13.1%	-15.3%	11.4%
CCOc1ccc(OCCSc2ccc(S(=O)(=O)N3CCN(C)CC3)cn2)cc1	-12.4%	-25.4%	?
COc1cc(S(=O)(=O)N2CCOCC2)ccc1NC(=O)CSc1n[nH]c(=O)[nH]c1=O	-13.1%	15.2%	-4.3%
O=C(CSc1ccc(Cl)cc1)Nc1ccc(N2CCN(C(=O)c3ccco3)CC2)cc1	1.5%	-1.1%	?
CCn1c(SCC(=O)NC2CCCCC2)nnc1-c1cc2cccc(OC)c2o1	-16.4%	0.6%	?
CC(C)CCNC(=O)NC(=O)CSc1nnc(-c2ccccc2Br)o1	-12.4%	4.4%	-19.1%

(listing goes on)
SMILES	GCN5L2 inh	FEN1 inhibitor	TDP1 cell CPT
c1ccc(OCc2nnc3n2CCCCC3)cc1	-3.3%	-4.0%	-0.9%
CSCCC(NC(=O)COc1ccccc1)C(=O)N(C)Cc1cccc(F)c1 (stereo unspecified)	0.4%	16.1%	?
O=C(NC1CCCCC1)C(c1ccccc1F)N(Cc1ccco1)C(=O)Cn1nnc2ccccc21 (stereo unspecified)	4.0%	4.5%	?
NC(=O)COC(=O)CC(c1ccccc1)c1ccccc1	-2.4%	6.3%	3.4%
O=S(=O)(c1ccc2nc(SCc3ccc(Cl)cc3)[nH]c2c1)N1CCOCC1	-3.5%	-11.2%	-20.7%
Cc1ccc(NC(=O)c2ccc3c(c2)OCCO3)nc1	-5.0%	2.8%	?
O=C(COC(=O)c1ccco1)Nc1ccc([N+](=O)[O-])cc1Cl	-1.3%	-3.9%	-5.8%
COc1cccc(CNC(=O)c2ccc3c(c2)nc2n3CCOC2)c1	-4.9%	-0.6%	14.1%
COc1ccc(C(=O)NC2CC2)cc1OC1CCN(Cc2ccc(NC(C)=O)cc2)CC1	-5.5%	-2.2%	8.7%
c1ccc(CNC2=NCCCC2)cc1	-8.5%	1.4%	1.3%
COc1ccc(CN2C(=O)c3ccccc3C2C(=O)NCc2cccnc2)c(OC)c1 (stereo unspecified)	-4.8%	-2.4%	19.7%
Cc1ccc(S(=O)(=O)N2CCCC2CNC(=O)c2ccc(F)c(F)c2)cc1 (stereo unspecified)	0.4%	-2.2%	?
COc1cc(NS(=O)(=O)c2ccc3[nH]c(=O)[nH]c3c2)cc(OC)c1	0.1%&2.7%	-2.6%&-4.4%	-26.6%&-10.1%
Cc1ccc(C)c(OCCNc2ncccc2[N+](=O)[O-])c1	-8.9%	-1.4%	?
CCCc1cc2c(cc1NS(=O)(=O)c1ccc(CCNC(C)=O)cc1)OCO2	-15.1%	2.2%	-15.4%
CC(C)n1cc2c(N)ncnc2n1	/	0.9%	6.3%
COc1ccc(CCNC(=O)COc2ccc(S(=O)(=O)NC(C)C)cc2)cc1OC	1.7%	-17.3%	10.5%
CCOC(=O)c1sc(NC(=O)CC)c(C#N)c1C	-9.1%	17.4%	12.2%
Cn1c(=S)[nH]c2cccnc21	-9.1%	-3.6%	-10.0%
Cc1ccc(C(=O)Nc2ccccc2-c2ccccc2)cc1[N+](=O)[O-]	?	-18.3%	?

An excerpt from above with just TDP1 cell CPT:
Molecule | TDP1 cell CPT
COc1cc(NS(=O)(=O)c2ccc3[nH]c(=O)[nH]c3c2)cc(OC)c1 | -26.6%&-10.1%
Cc1ccc(C)c(OCCNc2ncccc2[N+](=O)[O-])c1 | ?
CCCc1cc2c(cc1NS(=O)(=O)c1ccc(CCNC(C)=O)cc1)OCO2 | -15.4%

Further results follow.
SMILES	GCN5L2 inh	FEN1 inhibitor	TDP1 cell CPT
CCN1CCN(CCC(=O)Nc2cc(OC)cc(OC)c2)CC1	0.3%	-2.0%	4.3%
CC(=O)NS(=O)(=O)c1ccc(NS(=O)(=O)c2ccc3ccccc3c2)cc1	1.2%	2.2%	1.0%
CCCc1nc2ccccc2c(C(=O)OCC(=O)NCc2ccc3c(c2)OCO3)c1CC	-9.1%	-24.8%	?
COCCNC(=O)C12CC3CC(CC(Cl)(C3)C1)C2	-1.2%	0.4%	-8.8%
Cc1ccc(CCNc2ccccc2C)cn1	-9.2%	-3.3%	-17.2%
CCOC(=O)COc1c(OC)cc(Cl)cc1C1Nc2ccccc2C(=O)N1c1ccccc1 (stereo unspecified)	-1.3%	-5.0%	-27.3%
COc1ccc(Cl)cc1-n1c(=S)sc2c(=O)[nH]c(SCC(=O)NCC3CCCO3)nc21 (stereo unspecified)	-15.9%	7.8%	-17.3%
Cc1[nH]c2ccccc2c1C(=O)CN1C(=O)C(=O)N(Cc2ccco2)C1=O	-4.0%	3.2%	1.3%
COc1ccc(NC(=O)COC(=O)CCc2cc(OC)c(OC)c(OC)c2)c([N+](=O)[O-])c1	-3.7%	5.5%	-22.6%
CCOC(=O)c1cnc2c(C(=O)OCC)cnn2c1N	-2.1%	0.5%	17.6%
COc1cc(N)c(N)cc1OC	/	?	?
CSCCC(NC(=O)CCC(=O)OCC(=O)[C@@]1(O)CCC2[C@@H]3CCC4=CC(=O)C=C[C@]4(C)C3[C@@H](O)C[C@@]21C)C(=O)O (stereo partly specified)	-7.7%	14.7%	-14.1%
CCN1/C(=N\N)c2cccc3cccc1c23	-1.6%	4.8%	?
CN(C)S(=O)(=O)c1ccc(C(=O)Nc2ccc3nc(N4CCOCC4)sc3c2)cc1	-0.4%	0.9%	?
CCCOc1ccccc1/C=C1\SC(N)=NC1=O	-13.7%	-3.2%	0.4%
